# TROY signal inh: inhibitors of TROY-dependent NF-kB signaling. Q293 LMP1-TROYcd NF-kB luciferase reporter, 4 h. 0.98% of 360,000 active. inhibition, % at 10 µM;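 active = compounds whose plate-normalised and pattern-corrected inhibition of the luciferase reporter signal at the single screening dose is 50% or more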
# Peg3 prom inh: inhibitors of Peg3 promoter. inhibition, % at 20 µM. AID 588405. 1.7% of 360,000 active. HeLa PEG-Prom luciferase reporter, luminescence, overnight;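 active = inhibition of at least 50% at 20 µM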
# Shn3 inh set2: inhibitors of Schnurri-3 3'UTR reporter in osteoblasts; Clone20 osteoblast Shn3 3'UTR firefly luciferase, 24 h; inhibition, % at 12.5 µM; 0.52% of 360,000 active; AID 588674;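 active = mean inhibition of at least 75% with every replicate also reaching 75%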;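 note: 0% = median of neutral control wells and 100% = pilot-screen positive control compound; some compounds past the cut are filed as inactive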
# HIF-2a inh: blocks HIF-2a reporter activity | 786-0 RCC cells HIF-2a reporter, luciferase luminescence, overnight | inhibition, % at 18.8 µM | 0.72% of 360,000 active | AID 624352;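 active = inhibition of the luminescence signal of 40% or more relative to plate controls, in a single-dose primary screen at 18.75 µM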
# CF NFkB inh: inhibitors of cystic fibrosis induced NF-kB; 0.86% of 360,000 active; inhibition, % at 5 µM; KKLEB NF-kB-GFP reporter, PAF-induced, GFP fluorescence overnight;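 active = at least 50% inhibition at 5 µM, scaled per plate between neutral and stimulator controls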;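 note: PAF is a Pseudomonas aeruginosa culture filtrate used as stimulus; plate controls were PAF-stimulated DMSO wells for no effect and unstimulated DMSO wells for full effect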
# C8 TRAIL sens: caspase-8 TRAIL sensitization; NB7+C8 cells + TRAIL, ATPlite viability luminescence; 1% of 360,000 active; inhibition (viability loss, TRAIL sensitization), % at 10 µM;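 active = compounds causing at least 50% loss of cell viability in the single-dose screen, relative to plate controls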
# NR2E3 ag-1: NR2E3 (human) agonism | GST-NR2E3/biotin-RetCOR TR-FRET, 1536-well | 0.12% of 320,000 active | AID 2300 | inhibition of corepressor binding, % at 4.78 µM;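 active = percent inhibition above the cutoff of mean plus 3 SD of all tested compounds, set per screening campaign, cut at about 20% in these data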;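 note: 0% = DMSO wells and 100% = biotin wells as full block of FRET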
# Target sequence (Q9Y5X4 whole entry, looked up): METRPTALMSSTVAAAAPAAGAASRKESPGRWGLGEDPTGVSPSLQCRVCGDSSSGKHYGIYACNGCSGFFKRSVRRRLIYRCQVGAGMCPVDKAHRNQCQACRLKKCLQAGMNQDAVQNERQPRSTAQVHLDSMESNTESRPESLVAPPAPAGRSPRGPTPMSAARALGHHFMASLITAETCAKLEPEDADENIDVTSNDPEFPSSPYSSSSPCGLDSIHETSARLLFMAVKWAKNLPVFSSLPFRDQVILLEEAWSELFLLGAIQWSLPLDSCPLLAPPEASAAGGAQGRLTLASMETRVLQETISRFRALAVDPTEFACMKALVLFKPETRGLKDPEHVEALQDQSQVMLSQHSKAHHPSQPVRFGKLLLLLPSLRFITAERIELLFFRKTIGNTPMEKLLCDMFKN
#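 Format: 1536-well format; test system: GST-NR2E3 and biotin-RetCOR proteins; read-out basis: percent inhibition of TR-FRET ratio; timing: 5 h incubation at 4 °C; detection: time-resolved FRET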
# NR2E3 ag-2: activates human NR2E3 receptor; Q9Y5X4; CHO-S Gal4-NCOR/VP16-NR2E3 two-hybrid, luciferase; inhibition of corepressor binding, % at 3.98 µM; 0.35% of 360,000 active; AID 602229;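 active = inhibition above the mean of all tested compounds plus 3 SD, cut at about 70% in these data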;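 note: 0% = DMSO with NR2E3 transfected cells and 100% = cells lacking NR2E3 construct; higher means lower luciferase signal from less NR2E3 corepressor binding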
# TWEAK Fn14 block: inhibitors of TWEAK-Fn14 interaction signaling; AID 1159606; TWEAK-stimulated Fn14 reporter cells, luciferase luminescence, 8 h; inhibition, % at 10 µM; 2% of 360,000 active; in the data active = inhibition above about 50%
# KKLEB cytotox: counter-screen for CF NF-kB inhibitors: cytotoxicity | 0.36% of 360,000 active | KKLEB CF airway cells viability, ATPlite luminescence, overnight; active compounds read low; cells stimulated with P. aeruginosa culture filtrate | activity change (cytotoxicity), % at 5 µM | AID 602141;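 active = corrected activity change at or below -50% at 5 µM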
# MITF TRPM1 inh: reduces MITF-dependent TRPM1 promoter luciferase signal. 0.83% of 330,000 active. SK-MEL-5 TRPM1 promoter luciferase, 24 h. AID 488899. inhibition, % at 12.5 µM;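 active = mean inhibition across replicates of 60% or more, whatever share of single replicates reaches that level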; note: values of inactives mirror those of a sister screen read the other way
# Numbers without * were called inactive; nt = not tested or not shown.
# Fields: TROY signal inh	Peg3 prom inh	Shn3 inh set2	HIF-2a inh	CF NFkB inh	C8 TRAIL sens	NR2E3 ag-1	NR2E3 ag-2	TWEAK Fn14 block	KKLEB cytotox	MITF TRPM1 inh
CCCc1n[nH]c2c1/C(=N\OCC)CC(C)(C)C2
  -17	22	16	18	3	-4	4	-7	13	-7	2
CCc1cc2c(=O)c(-c3nc4ccccc4n3C)coc2c(CN2CCC(C)CC2)c1O
  11	-1	29	8	0	-2	nt	-4	7	-1	-1
Cc1ccccc1NC(=O)c1cccc(S(=O)(=O)N2CCOCC2)c1
  4	5	1	16	-9	1	5	-16	5	10	0
CCN(C(=O)CSc1n[nH]c(-c2ccccc2)n1)c1c(N)n(Cc2ccccc2)c(=O)[nH]c1=O
  -4	1	10	4	-5	-2	6	18	7	0	4
COc1ccc(C(CNC(=S)NCc2ccccc2)N2CCCC2)cc1 (stereo not given)
  16	10	-10	13	-3	17	-2	2	7	7	-5
O=C(N/N=C/c1ccc2c(c1)OCO2)c1cccc(NC(=O)c2ccccc2Cl)c1
  -5	-122	-45	-190	15	27	6	-86	8	-6	-10
CCCC(c1nnnn1CCC(C)C)N1CCC(C(N)=O)CC1 (stereo not given)
  -15	11	7	15	1	4	-1	-4	0	2	-9
CCN(C(=O)CSc1nnc(Cc2cccc3ccccc23)n1N)C1CCS(=O)(=O)C1 (stereo not given)
  -14	7	-7	17	5	-9	0	10	19	-11	7
Cc1ccnc(NC(=O)CNC(=O)c2ccc(C)s2)c1
  -9	-157	-48	-137	15	3	-3	2	0	15	-23
O=C(OC1CCOC1=O)c1ccc(N2CCCC2)c([N+](=O)[O-])c1 (stereo not given)
  -23	18	1	13	13	-1	2	2	-21	-11	0
COc1cccc(/C=C/C(=O)OCC(=O)c2ccc(S(=O)(=O)N3CCCCC3)cc2)c1OC
  7	8	22	-2	8	15	3	-20	0	4	-12
CCc1nnc(NC(=O)C2CCN(S(=O)(=O)c3ccc(C)cc3)CC2)s1
  -9	14	-3	9	-9	-1	-6	0	1	8	2
COc1ccc(CNc2ccc(S(N)(=O)=O)cc2)cc1
  -28	-13	-3	-12	12	-1	3	-12	2	4	5
COC(=O)c1ccc(C)c(NS(=O)(=O)c2ccc(OC)cc2)c1
  23	2	3	23	21	-21	6	-3	24	-32	46
CC1(CCc2ccccc2)NC(=O)N(Cc2nnc(-c3ccccc3Br)o2)C1=O (stereo not given)
  1	16	-2	10	3	-3	-4	5	13	6	3
CSc1nnnn1-c1ccc(Cl)cc1
  -2	-2	0	23	0	-18	3	6	-2	-7	0
Cn1nc(C2CC2)cc1NC(=O)C1(C)CCN1C(=O)CC(c1ccccc1)c1ccccc1 (stereo not given)
  -12	13	-5	-14	-36	0	nt	1	0	22	nt
Cn1c(=O)c2c(nc(CN3CCN(C(=O)c4ccco4)CC3)n2CCCc2ccccc2)n(C)c1=O
  13	2	2	13	-23	-1	-1	-11	4	1	-11
CC(C)(C)NC(=O)NC(=O)CSc1ncc(C(F)(F)F)cc1Cl
  -3	13	11	-13	4	3	5	5	-2	-11	-4
COC(=O)C1CCN(C(=O)COC(=O)c2cc(-c3cccs3)nn2-c2ccccc2)CC1
  -10	8	5	16	8	-21	1	12	0	0	2
CC1(C)CC(=O)C=C(c2ccccc2-c2ccc3cc[nH]c3c2)C1=O
  -1	12	-16	-4	-18	-18	nt	5	-12	6	nt
Cc1ccc(C(=O)NCc2ccncc2)cc1S(=O)(=O)N1CCCCC1
  -4	22	15	13	4	-5	2	-23	4	-5	6
NC(=O)CNC(=O)[C@@H]1CC2(CC(c3ccc(Cl)cc3)=NO2)CN1C(=O)c1ccccc1 (stereo not given in full)
  -9	2	-1	-9	-10	4	-4	-7	-14	-16	-2
COc1ccc(C2=NOC(C(=O)Nc3c(C)n(C)n(-c4ccccc4)c3=O)C2)cc1OC (stereo not given)
  10	28	11	15	-16	-6	0	-30	-23	1	nt
CC(=O)Nc1ccc(N/C=C/C(=O)c2ccco2)cc1
  -9	-234	-103	-224	-5	5	2	-49	-9	-26	-59
CCC(C(=O)Oc1c(C(C)C)cccc1C(C)C)c1ccccc1 (stereo not given)
  15	4	11	5	15	-11	1	16	0	0	-7
O=C(O)CCCCCn1c(SCC(=O)N2CCCC2)nc2ccsc2c1=O
  -5	16	-7	4	-2	7	-5	-10	7	4	1
O=C(CSc1nnc(CNC(=O)c2c(F)cccc2F)o1)NCc1ccc2c(c1)OCO2
  -9	-10	25	1	4	-18	nt	-7	-11	-1	nt
Cc1ccc(CC(=O)NC2CCSC2=O)cc1 (stereo not given)
  6	13	27	9	4	-1	1	-9	3	2	-15
COc1cc(CNCCc2ccccc2)ccc1OCC(=O)NC(C)(C)C
  0	5	-12	11	-14	-3	0	-11	0	-5	-21
CCOC(=O)C1=CN2CCC[C@H]2CC1=O
  -6	-6	-19	4	4	2	nt	-30	15	8	-1
COc1ccc(-c2cn3c(C)c(C(=O)Nc4cccc(C)n4)sc3n2)cc1
  3	-29	-64	-116	-8	18	2	-84	31	-5	-11
Cc1ccc(NC(=O)C2(C)CCN2C(=O)Cc2ccccc2)cc1C (stereo not given)
  8	-3	10	10	-16	-1	nt	3	-2	2	nt
COc1ccc(NC(C)=O)c(C)c1
  13	-3	7	19	-14	-9	0	16	4	2	2
COc1cc(C(=O)Nc2ccccc2C(=O)Nc2ccccn2)cc(OC)c1OC
  18	40	-7	15	-3	2	2	-3	29	-9	23
COc1ccc(/C=C/C(=O)NCc2cccnc2)cc1
  -28	-18	-39	-6	-6	2	-1	-2	-17	11	7
CCN(CC)S(=O)(=O)c1ccc(NC(=O)COC(=O)CNS(=O)(=O)/C=C/c2ccccc2)cc1
  15	15	-4	21	-10	-3	3	-11	5	-12	0
CCCn1c(=O)c(C(=O)Nc2ccccc2)c(O)c2ccccc21
  -12	5	-7	-29	-15	9	0	-1	-21	2	40
CCN(CC(=O)Nc1c(F)cccc1F)C(=O)c1ccc2c(c1)NC(=O)C(C)S2 (stereo not given)
  -7	-23	-7	19	8	7	1	18	11	8	2
Cc1cccc(NCc2nc(SCC(N)=O)n[nH]2)c1
  -13	6	-7	11	-4	-3	-3	3	15	2	-3
C=CCNC(=O)c1c(Cl)nc(C)c([N+](=O)[O-])c1C
  7	4	-16	20	-1	-11	-2	5	5	-6	2
C[C@H](CO)N1C[C@H](C)[C@H](CN(C)C(=O)Nc2ccc(C(F)(F)F)cc2)OCc2cnnn2CCCC1=O
  2	1	-1	1	-20	-11	nt	4	13	5	nt
COC(=O)c1nnc(-c2ccccc2)nc1OC
  -3	11	-11	16	-4	-4	-2	-15	-7	4	-14
Cc1[nH]c2ccccc2c1C(=O)C(=O)NCCc1ccc(S(N)(=O)=O)cc1
  -13	18	-1	16	4	-1	2	-23	26	-1	-13
CCCc1c(C(=O)N/N=C/c2c(OC)ccc3ccccc23)nnn1-c1nonc1N
  -13	17	1	-9	35	19	3	-2	-52	-4	0

# Grouped by structure, the entries above containing a nitro group on carbon (2)
# Fields: TROY signal inh	Peg3 prom inh	Shn3 inh set2	HIF-2a inh	CF NFkB inh	C8 TRAIL sens	NR2E3 ag-1	NR2E3 ag-2	TWEAK Fn14 block	KKLEB cytotox	MITF TRPM1 inh
O=C(OC1CCOC1=O)c1ccc(N2CCCC2)c([N+](=O)[O-])c1 (stereo not given)
  -23	18	1	13	13	-1	2	2	-21	-11	0
C=CCNC(=O)c1c(Cl)nc(C)c([N+](=O)[O-])c1C
  7	4	-16	20	-1	-11	-2	5	5	-6	2

# (list continues)
# Fields: TROY signal inh	Peg3 prom inh	Shn3 inh set2	HIF-2a inh	CF NFkB inh	C8 TRAIL sens	NR2E3 ag-1	NR2E3 ag-2	TWEAK Fn14 block	KKLEB cytotox	MITF TRPM1 inh
COCc1ccc(C(=O)N2CCCC(N3CCN(c4ccc(F)cc4)CC3)C2)o1 (stereo not given)
  9	0	15	0	29	-3	0	6	5	-4	5
CC(C)NS(=O)(=O)c1ccc(NC(=S)NC(=O)c2cccc([N+](=O)[O-])c2)cc1
  -21	10	-4	10	-14	-12	2	11	-15	-6	0
CN(C(=O)CSc1nnc(-c2n[nH]c3ccccc23)o1)c1ccccc1
  -34	-19	-3	-88	0	5	5	-11	-17	7	-16
Cc1ccc(NC(=O)NC(=O)CN2CCCC2c2ccc3c(c2)OCCO3)cc1C (stereo not given)
  14	-17	2	-63	7	-11	-2	-39	-12	1	-9
N#Cc1c(N)c(C(=O)c2ccccc2)n2ccccc12
  -25	13	-5	0	-5	0	0	14	-10	10	4
CCCCc1ncc(CN2CCN(Cc3ccc(C)cc3)C(CCO)C2)[nH]1 (stereo not given)
  -2	3	-21	9	-7	-8	0	19	-2	8	6
O=C(Cc1ccc([N+](=O)[O-])cc1)Nc1ccc(Cl)cc1
  -20	-8	3	-32	-19	17	0	-40	-30	2	-6
CCCn1cccc(C(=O)Nc2ccc(OC)cc2)c1=O
  -26	-73	-18	-152	-5	-2	-4	-21	-10	14	-29
NS(=O)(=O)c1ccc(CNC(=O)CNC(=O)c2ccc(Br)o2)cc1
  3	1	-8	12	3	40	2	-12	24	8	3
CCCNC(=O)c1cc2ccccc2c(=O)o1
  -43	0	3	-2	0	-6	-2	-15	18	9	6
O=C(c1ccc(F)cc1)N1CCC(N2CCOCC2)CC1
  3	8	11	10	5	3	2	-7	-30	-5	-10
CCn1c(SCC(=O)N(C)CCC#N)nc2cc(S(=O)(=O)N3CCOCC3)ccc21
  1	15	-7	1	15	8	-2	0	30	-8	-8
CCC(=O)N1CCN(c2ccc(NC(=S)NC(=O)C(C)C)cc2)CC1
  1	5	-7	7	12	0	-4	0	-1	-9	6
O=C1c2ccncc2C(=O)N1CNc1ccc(Cl)cc1
  -17	6	-4	4	7	-4	6	-20	9	3	1
O=S(=O)(c1cccc(Cl)c1Cl)N1CCN(C(=S)NCCCN2CCOCC2)CC1
  2	12	3	12	9	15	2	-3	15	17	-7
COc1ccc(C(C(=O)NC(C)(C)C)N(C(=O)CCC(=O)Nc2cc(C)on2)c2ccc3c(c2)OCCO3)cc1 (stereo not given)
  -1	9	14	3	-6	9	1	-17	-6	3	-5
O=c1c2ccccc2on1-c1ccccc1
  -25	-284	-117	-236	-5	7	nt	-78	-26	0	nt
O=C1CCc2cc(S(=O)(=O)N3CCC(C(=O)NCCC4=CCCCC4)CC3)ccc2N1
  -10	-2	-29	3	-12	-6	4	-1	11	5	-11
CC(=O)N1CCC2(CC1)C(C#N)=C(N)Oc1n[nH]c(C)c12
  -1	14	-2	2	7	-11	3	8	-14	6	3
CC1Cc2ccccc2N1CC(=O)NC(=O)NC(C)(C)C (stereo not given)
  19	-8	1	7	11	1	0	-8	-3	6	11
CNC(=S)Nc1ccc(OC(F)(F)F)cc1
  -16	7	-2	8	13	-7	4	-3	1	8	-7

# Assay outcomes (PubChem BioAssay)

# A portion of the library; count on the stated rates, not on these rows.
